EBI2 antag: antagonists of human EBI2 receptor; EBI2 beta-arrestin recruitment, luminescence, 7a,25-OHC stimulated; AID 651636; inhibition, % at 5 µM; P32249; hit rate 0.81% among 360,000; in the data active means inhibition above about 38%;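 further: enzyme fragment complementation signal reports receptor beta-arrestin coupling in cells; 0% = agonist plus DMSO wells and 100% = wells without agonist; some results beyond the cut were filed as inactive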
Target sequence (P32249 whole entry, looked up, the tested form may be a part): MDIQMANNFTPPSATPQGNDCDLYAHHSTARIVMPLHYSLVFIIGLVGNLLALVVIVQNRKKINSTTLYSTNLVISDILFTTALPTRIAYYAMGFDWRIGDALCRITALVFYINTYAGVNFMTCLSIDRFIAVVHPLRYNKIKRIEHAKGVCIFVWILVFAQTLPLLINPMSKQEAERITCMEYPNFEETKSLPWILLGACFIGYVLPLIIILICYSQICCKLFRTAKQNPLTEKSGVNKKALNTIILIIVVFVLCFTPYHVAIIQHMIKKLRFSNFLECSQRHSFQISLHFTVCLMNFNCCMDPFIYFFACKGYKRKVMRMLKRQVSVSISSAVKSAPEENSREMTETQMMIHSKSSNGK
CCR6 antag: blocks CCL20-driven beta-arrestin recruitment at human CCR6 | hit rate 0.49% among 340,000 | CHO-K1 CCR6 PathHunter beta-arrestin, luminescence, CCL20-stimulated | P51684 | inhibition, % at 20 µM | AID 493098;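 active means compounds whose inhibition of the agonist-driven luminescence signal at 20 µM reaches about 50%, limit read from the data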;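 further: cells stimulated with CCL20 at 14 nM final; plate controls were DMSO with CCL20 for no effect and DMSO without agonist for full effect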
Target sequence (P51684 whole entry, looked up): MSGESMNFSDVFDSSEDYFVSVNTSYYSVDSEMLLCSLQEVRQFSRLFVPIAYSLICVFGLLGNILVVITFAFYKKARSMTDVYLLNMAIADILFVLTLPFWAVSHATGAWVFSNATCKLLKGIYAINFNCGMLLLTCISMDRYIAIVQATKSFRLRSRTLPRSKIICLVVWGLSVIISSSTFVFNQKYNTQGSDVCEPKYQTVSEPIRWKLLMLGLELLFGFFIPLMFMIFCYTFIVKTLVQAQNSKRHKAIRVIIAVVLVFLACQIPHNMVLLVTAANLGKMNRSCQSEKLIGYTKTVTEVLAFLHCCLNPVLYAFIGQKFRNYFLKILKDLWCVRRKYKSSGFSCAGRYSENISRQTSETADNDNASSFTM
Mdm2-MdmX inh: human Mdm2/MdmX binding inhibition. O15151+Q00987. SaOS-2 split-luciferase Mdm2/MdmX complementation, luminescence. inhibition, % at 8 µM. hit rate 3% among 330,000;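 active means inhibition of at least 50% at 8 µM in the primary screen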
Jurkat NFkB inh: lowers PMA/ionomycin-induced NF-kB signal in Jurkat cells; inhibition, % at 4 µM; PMA/ionomycin-induced NF-kB luciferase reporter, luminescence; AID 435003; hit rate 0.53% among 330,000; in the data active means inhibition above about 50%
Gli-Sufu antag: antagonists of Gli-Sufu signaling; inhibition, % at 5 µM; Sufu-KO-LIGHT fibroblasts, Gli luciferase reporter luminescence; hit rate 0.74% among 340,000; AID 588413;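 active means inhibition above about 55%, limit read from the data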;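 further: 0% = DMSO-treated cells and 100% = wells with medium but no cells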
CXCR6 inh: blocks human CXCR6 beta-arrestin recruitment; O00574; CHO-K1 PathHunter CXCR6 beta-arrestin, luminescence; inhibition, % at 20 µM; hit rate 0.36% among 360,000; in the data active means inhibition above about 34%, passing the limit was not always enough;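 further: antagonist mode with CXCL16 agonist at 10 nM final; 0% = 10 nM CXCL16 with DMSO and 100% = unstimulated wells without agonist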
Target sequence (O00574 whole entry, looked up): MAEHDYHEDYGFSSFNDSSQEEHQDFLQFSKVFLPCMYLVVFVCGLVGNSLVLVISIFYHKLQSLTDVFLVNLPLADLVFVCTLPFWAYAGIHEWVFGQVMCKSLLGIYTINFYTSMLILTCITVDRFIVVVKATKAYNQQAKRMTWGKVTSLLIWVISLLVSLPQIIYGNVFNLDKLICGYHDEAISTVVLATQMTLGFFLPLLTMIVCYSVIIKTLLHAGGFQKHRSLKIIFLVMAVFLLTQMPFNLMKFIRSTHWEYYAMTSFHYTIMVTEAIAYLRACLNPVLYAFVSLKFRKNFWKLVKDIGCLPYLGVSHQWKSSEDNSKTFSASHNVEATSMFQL
XBP1 UPR activ: activators of adaptive arm of unfolded protein response (XBP1) | CHO-XBP1 luciferase reporter, IRE1-XBP1 UPR activation, luminescence; percent of tunicamycin response, DMSO as zero | hit rate 0.33% among 330,000 | activation, % at 20 µM;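 active means versus positive control, 20 µM dose yields 30% or more activation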;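 further: 100% = tunicamycin at 10 µg/mL and 0% = DMSO only wells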
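Material: CHO-XBP1 cells stably carrying IRE1-XBP1-driven luciferase reporter | Medium: F12 with 10% serum | Compound dosing: 20 µM single concentration, DMSO 1% | Incubation: Overnight seeding at 37 °C, 6 h compound treatment at 37 °C | Detection: Steady-Glo luminescence read | Read-out basis: % activation of reporter signal versus tunicamycin and DMSO controls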
CHOP UPR activ: activators of apoptotic arm of unfolded protein response (CHOP) | hit rate 0.34% among 330,000 | AID 449763 | activation, % at 10 µM | CHO-CHOP luciferase reporter, UPR activation, luminescence; percent of tunicamycin response over DMSO baseline;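 active means at 10 µM dose, activation of 40% or more, normalized to positive control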;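 further: 100% = tunicamycin at 10 µg/mL and 0% = DMSO alone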
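Test system: CHO-CHOP cells, stable luciferase reporter of PERK-eIF2a-CHOP signalling | Quantity: 500 CHO-CHOP cells per well | Buffer or medium: F12 plus 10% serum | Compound dosing: 10 µM single point, 0.5% DMSO | Schedule: 6 h compound treatment, 37 °C | Signal: Luciferase luminescence | Control set: Tunicamycin high control, DMSO low control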
697 NFkB inh: lowers PMA/ionomycin-induced NF-kB signal in 697 B cells; 697 B-cell NF-kB luciferase reporter, 16 h; inhibition, % at 4 µM; hit rate 0.33% among 330,000; AID 435022; in the data active means inhibition above about 35%
* = called active by the depositor; . = not tested or not shown.

SMILES	EBI2 antag	CCR6 antag	Mdm2-MdmX inh	Jurkat NFkB inh	Gli-Sufu antag	CXCR6 inh	XBP1 UPR activ	CHOP UPR activ	697 NFkB inh
COc1ccc(OCCC(=O)OCC(=O)NCc2ccccc2)cc1	-7	2	16	-3	0	-3	-1	3.6	-22
CCCc1nnc(NC(=O)CCC(=O)NCc2ccccc2Cl)s1	-6	4	10	2	55*	1	-1	1.6	-10
CCC1CCCCN1S(=O)(=O)c1ccc(NC(=O)c2nc(S(C)(=O)=O)ncc2Cl)cc1 (stereo not drawn)	11	98*	97*	29	1	88*	-8	-11	-90
Fc1ccccc1-c1nnc2n1N=C(c1ccc(OC(F)F)c(OCC3CC3)c1)CS2	-6	-2	-15	2	12	32	1	0.7	-32
CCCN1C(=O)S/C(=C/c2ccc(N3CCOCC3)o2)C1=O	18	20	-20	7	-32	9	1	3.0	13
Cc1cc(C)c(C(=O)COC(=O)C2CCN(c3ccc(C(F)(F)F)cn3)CC2)c(C)c1	0	12	-17	5	7	2	0	-1.3	-17
O=S(=O)(c1ccc(SCCOc2ccccc2Cl)nc1)N1CCCC1	6	19	-10	-7	4	4	-1	-0.9	-15
CCOC(=O)CSc1nc2sc(C)c(C)c2c(=O)n1N	-1	1	5	-6	7	5	-2	-0.5	15
CC(C)N(CCNC(=O)c1nn(Cc2ccccc2)c(=O)c2ccccc12)C(C)C	2	.	25	-10	.	11	-5	1.9	-40
Cc1ccc(C)c(S(=O)(=O)N2CCCOC2CNC(=O)C(=O)NCCCN2CCOCC2)c1 (stereo not drawn)	-15	13	-5	-15	8	0	-5	0.1	-19
COc1ccccc1C(C#N)N1N=C(C)CC1c1ccccc1 (stereo not drawn)	-4	1	-1	-5	5	11	-6	1.2	1
Cc1cc2oc(=O)cc(-c3ccccc3)c2c(C)c1-c1ccc(CO)cc1	18	23	10	.	4	14	0	4.2	10
O=Cc1c(NCc2cccc(F)c2)c2ccccc2[nH]c1=O	7	-1	16	14	-1	-6	-3	-2.8	-3
Cc1cc(NC(=O)CN2CCN(c3ncccn3)CC2)no1	-28	-1	-25	-6	-2	5	0	1.3	-16
CCN(CC(=O)Nc1c(F)cccc1F)C(=O)C1CCC1	-11	-22	-16	5	-11	-3	-1	1.2	3
CC1=NN(Cc2ccccc2)C(=O)/C1=C/c1ccc(N(C)C)cc1	-2	29	7	-8	6	9	3	0.6	-4
CCN1CCN(c2ccc(S(=O)(=O)N3CCOCC3)cc2NC(=O)/C=C/c2ccc(OC)c(OC)c2)CC1	8	8	26	-2	22	-4	0	-0.4	0
Cc1csc(NC(=O)CSc2nnc(NC(=O)NC(C)(C)C)s2)n1	4	0	14	-13	-16	-10	-3	0.4	20
COc1ccc(/C(C)=N/NC(=S)Nc2cc(C)ccc2C)cc1	8	14	17	-10	2	19	-3	-0.1	7
COC(=O)C1=C(NC(=O)c2cccc(OC)c2)CCS1	-2	-3	9	1	-5	8	3	-1.2	4
CN(CCCN1CCOCC1)Cc1cn(C)nc1-c1ccccc1F	-10	-2	-11	-5	-17	-1	-2	0.9	3
CCCCC(NC(C)=O)c1nc2ccccc2n1CCC (stereo not drawn)	-4	-16	3	5	0	1	0	-2.4	-16
Cc1ccccc1NC(=O)c1c([N+](=O)[O-])cnn1C	-3	-8	-14	7	-7	3	-1	-0.2	-14
COc1ccc(CCC(=O)Nc2cccc(S(=O)(=O)N3CCCC3)c2)cc1OC	5	0	10	-20	17	9	0	-1.0	17
COc1ccc(Cl)cc1NC(=O)C/C(C)=N/NC(=O)Cc1ccccc1	2	5	-5	-3	2	2	0	-1.4	-5

Single entries from the list.
Result of `Cc1ccccc1NC(=O)c1c([N+](=O)[O-])cnn1C` in XBP1 UPR activ: -1
Result of `O=S(=O)(c1ccc(SCCOc2ccccc2Cl)nc1)N1CCCC1` in CCR6 antag: 19

Later entries.
SMILES	EBI2 antag	CCR6 antag	Mdm2-MdmX inh	Jurkat NFkB inh	Gli-Sufu antag	CXCR6 inh	XBP1 UPR activ	CHOP UPR activ	697 NFkB inh
CC(=O)c1ccc(N2CCN(C(=O)Cn3c(=S)[nH]c4ncccc4c3=O)CC2)cc1	.	.	13	4	.	.	0	0.3	23
N#CC(C#N)=C1C=CC=CN1/C(=C\c1ccco1)C(=O)c1ccccc1	78*	100*	.	.	38	98*	.	.	.
NC(=O)CC(NC(=O)Cc1cccc2ccccc12)c1ccc(N2CCC(N3CCCC3)CC2)c([N+](=O)[O-])c1 (stereo not drawn)	-13	4	16	11	-14	1	2	1.9	21
COc1ccc2nc(NC(=O)CSc3nccc(C)n3)sc2c1	-6	-2	18	-3	5	-1	-2	0.3	9
O=C(Nc1nccs1)c1ccc(CSc2nnnn2-c2ccccc2)cc1	-5	9	8	10	7	0	4	0.9	1
Clc1ccc(-c2noc(CCCc3ccccc3)n2)cc1	3	-2	-4	-4	-7	-1	2	-1.5	-8
CCC1CCCCN1C(=O)c1ccc(OC)c(OC2CCN(C(C)C)CC2)c1 (stereo not drawn)	-5	12	-9	-16	-24	0	1	1.9	-4
CCn1c(SCC(=O)Nc2nncs2)nnc1-c1ccco1	6	5	-2	-8	13	-1	-2	-1.5	7
CCN(CC)CCN(C(=O)c1ccc(Br)s1)c1nc2cc3c(cc2s1)OCCO3	8	-1	2	-20	-16	0	3	1.6	-2
CCn1c(SCC(=O)c2ccccc2)nc2sc3c(c2c1=O)CCN(C)C3	0	12	-34	-11	0	13	1	-0.6	-28
Oc1ccc(Cl)cc1Cc1cc(Cl)ccc1O	-4	8	87*	0	4	-11	-8	0.4	-9
COc1ccc(CCNC(=O)CN(c2ccccc2OC)S(C)(=O)=O)cc1	1	4	4	-15	3	1	1	-0.4	-13
COc1ccccc1C(=O)NC(CCSC)C(=O)OCC(=O)N1CCCC1=O (stereo not drawn)	-18	-21	-8	-16	-2	-6	-2	-0.6	0
Oc1c(CN2CCCCC2)cc(COCc2ccccc2)c2cccnc12	17	4	52*	8	92*	-10	21	-1.3	-33
O=C(NCc1ccncc1)c1nnc(Cc2c(F)cccc2Cl)o1	-9	-14	-21	4	-7	2	-2	-1.0	9
O=S1(=O)N=C2CCCN2C(c2ccc(F)cc2)N1 (stereo not drawn)	-3	4	18	-10	7	-11	1	-0.3	1
CCC(C)NC(=O)C1c2cc(OC)c(OC)cc2C(=O)N(C)C1c1ccc(OC)cc1 (stereo not drawn)	-6	-2	31	-6	3	-4	-3	-1.5	24
c1ccc2c(c1)nc(N1CCOCC1)c1nncn12	-10	5	-18	14	16	5	1	0.4	14
Cc1ccc(CSCC(=O)Nc2cc(S(=O)(=O)N3CCOCC3)ccc2OC(C)C)cc1	16	15	12	14	13	7	0	1.1	-10
CCOC(=O)C1=C(C)NC(=S)NC1c1cccs1 (stereo not drawn)	-13	-8	-10	10	-3	-19	0	-1.7	-7
CCOC(=O)/C=C1\CC(=O)Nc2cc(C)c(C)cc2N1	4	5	14	3	2	2	1	-1.7	-3
COC(=O)CN(c1ccccc1[N+](=O)[O-])S(=O)(=O)c1ccccc1	-4	11	3	6	0	10	-2	-0.7	6
COc1ccc(CCNC(=O)C(=O)NCC2OCCN2S(=O)(=O)c2cccs2)cc1 (stereo not drawn)	9	16	-16	-2	2	1	-5	4.9	-7
COc1cc(NS(=O)(=O)c2ccc(Br)cc2)c(OC)cc1NC(=O)c1ccco1	11	3	17	1	2	-5	-1	2.5	-5
CN(C(=O)c1ccc(C#N)cc1)c1nnc(-c2cnccn2)s1	5	13	-1	-5	0	4	0	-0.6	-1

Going on with the list.
SMILES	EBI2 antag	CCR6 antag	Mdm2-MdmX inh	Jurkat NFkB inh	Gli-Sufu antag	CXCR6 inh	XBP1 UPR activ	CHOP UPR activ	697 NFkB inh
CCOc1ccccc1NC(=O)NCCN1CCCCC1	-15	8	23	10	-23	4	-6	-0.8	17
CSc1nnc(C)c(=O)n1COC(=O)COc1ccccc1F	-5	-18	5	1	17	-2	-1	-2.9	6
Cc1ccc(CN2CCN(/N=C/c3cc(Br)cc(Br)c3O)CC2)cc1	-4	11	2	3	-19	9	-3	-0.3	8
CN(C)C(=O)CN1CCN(c2nc3nonc3nc2N2CCCCC2)CC1	-8	-7	3	-7	-2	0	-1	-0.7	18
O=S(=O)(c1ccc(F)c(F)c1F)N1CCN(C(=S)NCc2ccccc2)CC1	9	5	-3	1	-10	1	-2	0.6	-5
COc1ccc(-c2cc(C(=O)N3CCN(c4ccccc4)CC3)c3ccccc3n2)cc1OC	-26	16	30	21	-1	7	3	8.1	4
Cc1cc2oc(=O)cc(-c3ccccc3)c2c(C)c1-c1ccc(C#N)cc1	24	30	-2	.	-5	-2	-2	1.3	15
COC(=O)CN(c1cc([N+](=O)[O-])ccc1OC)S(C)(=O)=O	5	-3	15	-15	-26	-6	-5	0.2	13
CN(Cc1ccccc1F)C(=O)c1ccc(NC(=O)CC2SC(N3CCCCC3)=NC2=O)cc1 (stereo not drawn)	-1	11	.	.	-10	1	.	.	.
O=C1NC(=S)S/C1=C\c1cccc([N+](=O)[O-])c1	-8	18	.	.	-1	-2	.	.	.
CC(c1ccc(F)cc1)n1c(-c2cccs2)n[nH]c1=S (stereo not drawn)	-14	7	18	-3	-2	-2	-3	-1.2	3
O/N=C/c1ccc2cccc(O)c2n1	1	-12	11	8	-6	-16	2	-0.2	12
CC(C)CCNC(=O)C1CCC(CNS(=O)(=O)c2cccc3nsnc23)CC1 (stereo not drawn)	10	3	-4	11	-2	2	-1	2.3	-5
CCn1c(SCC(=O)Nc2sccc2C(N)=O)nnc1C1CC1	-4	9	-17	13	-10	10	-1	1.5	13
COc1cccc(-c2cc(C(=O)Nc3cccnc3)c3ccccc3n2)c1	5	0	-20	-14	6	-11	-5	-0.5	11
CNC(=O)NC(=O)C(C)OC(=O)CCCc1nc2ccccc2s1 (stereo not drawn)	-4	10	7	8	-11	5	-2	-1.6	-13
Cc1ccccc1NC(=O)CSC1=C(C#N)C(c2ccsc2)CC(=O)N1 (stereo not drawn)	0	5	36	-5	-6	-8	-2	1.0	1
COc1ccc(Nc2ccc(N3C(=O)CCCC3=O)cc2[N+](=O)[O-])cc1OC	1	10	2	-6	3	-4	1	0.7	-30
COC(=O)c1c(NC(=O)COC(=O)CC(NC(C)=O)c2ccccc2)sc(C)c1C (stereo not drawn)	-11	16	18	-14	-11	6	-1	2.2	-13
CCn1ncc(N2CCOCC2)c(Cl)c1=O	5	1	-20	-10	-34	-4	-1	-0.1	7
COc1ccc(/C=N/NC(=O)CC(=O)NCc2cccnc2)cc1[N+](=O)[O-]	-1	12	12	0	2	8	-4	-0.3	6
CNc1nc(NC)nc(NNC(=O)c2ccccc2)n1	-11	3	.	.	1	1	.	.	.
CCc1nnc(NC(=O)C2=CCN(S(=O)(=O)c3ccc(F)cc3)CC2)s1	-4	17	8	10	-3	6	-1	1.6	20

Rewritten with two lines to a compound: entries from further up
Order of results: EBI2 antag | CCR6 antag | Mdm2-MdmX inh | Jurkat NFkB inh | Gli-Sufu antag | CXCR6 inh | XBP1 UPR activ | CHOP UPR activ | 697 NFkB inh
CSc1nnc(C)c(=O)n1COC(=O)COc1ccccc1F
→ -5 | -18 | 5 | 1 | 17 | -2 | -1 | -2.9 | 6
Cc1ccc(CN2CCN(/N=C/c3cc(Br)cc(Br)c3O)CC2)cc1
→ -4 | 11 | 2 | 3 | -19 | 9 | -3 | -0.3 | 8
CN(C)C(=O)CN1CCN(c2nc3nonc3nc2N2CCCCC2)CC1
→ -8 | -7 | 3 | -7 | -2 | 0 | -1 | -0.7 | 18

High-throughput results from PubChem.
